tim23-1 inh: inhibits growth of tim23-1 mutant yeast; S. cerevisiae tim23-1 growth, BacTiter-Glo luminescence, 24 h; inhibition, % at 20 µM; 330,000 compounds, 1.3% hits;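 active means growth inhibition of the mutant yeast at or above 50%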;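 further: temperature-sensitive mutant grown at 25 °C; plate controls were DMSO-treated mutant yeast for no effect and medium wells lacking yeast for full effect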
CXCR6 block: blocks human CXCR6 beta-arrestin recruitment | CHO-K1 PathHunter CXCR6 beta-arrestin, luminescence | inhibition, % at 20 µM | 360,000 compounds, 0.36% hits | O00574; in the data active means inhibition above about 34%, passing the limit was not always enough;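 further: antagonist mode with CXCL16 agonist at 10 nM final; 0% = 10 nM CXCL16 with DMSO and 100% = unstimulated wells without agonist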
Target sequence (O00574 whole entry, looked up): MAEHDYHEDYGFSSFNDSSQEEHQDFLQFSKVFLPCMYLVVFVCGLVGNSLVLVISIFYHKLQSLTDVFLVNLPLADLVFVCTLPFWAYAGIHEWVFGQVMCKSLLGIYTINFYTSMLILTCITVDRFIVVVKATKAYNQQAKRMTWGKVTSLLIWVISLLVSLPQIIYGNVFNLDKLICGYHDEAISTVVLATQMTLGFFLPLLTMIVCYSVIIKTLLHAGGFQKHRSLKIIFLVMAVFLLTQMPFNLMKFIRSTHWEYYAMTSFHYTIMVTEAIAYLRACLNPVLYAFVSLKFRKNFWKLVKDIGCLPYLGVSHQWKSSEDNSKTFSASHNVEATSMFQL
EBI2 block: EBI2 (human) antagonism | 360,000 compounds, 0.81% hits | inhibition, % at 5 µM | EBI2 beta-arrestin recruitment, luminescence, 7a,25-OHC stimulated | P32249 | AID 651636; in the data active means inhibition above about 38%;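 further: enzyme fragment complementation signal reports receptor beta-arrestin coupling in cells; 0% = agonist plus DMSO wells and 100% = wells without agonist; some results beyond the cut were filed as inactive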
UPR XBP1 act: activators of adaptive arm of unfolded protein response (XBP1) | CHO-XBP1 luciferase reporter, IRE1-XBP1 UPR activation, luminescence; percent of tunicamycin response, DMSO as zero | activation, % at 20 µM | 330,000 compounds, 0.33% hits | AID 463104;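 active means versus positive control, 20 µM dose yields 30% or more activation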;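 further: 100% = tunicamycin at 10 µg/mL and 0% = DMSO only wells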
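Signal: luciferase luminescence; Assay system: CHO-XBP1 luciferase reporter cells; Amount: one thousand reporter cells per well; Dosing: 20 µM single concentration, DMSO 1%; Benchmarks: high control tunicamycin 10 µg/mL final, low control DMSO vehicle only; Schedule: 6 h compound exposure at 37 °C, 5% CO2; Evaluation: percent activation relative to tunicamycin reference.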
APJ ag: APJ receptor agonism; P35414; CHO-K1 APJ PathHunter beta-arrestin, luminescence; 0% DMSO wells, 100% apelin; activation, % at 20 µM; 330,000 compounds, 0.11% hits; AID 2520;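 active means activation more than six SD over the plate average, tested at 20 µM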;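 further: 0% = DMSO alone and 100% = apelin-13 at 10 nM; some results filed as inactive read as strong as hits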
Target sequence (P35414 whole entry, looked up): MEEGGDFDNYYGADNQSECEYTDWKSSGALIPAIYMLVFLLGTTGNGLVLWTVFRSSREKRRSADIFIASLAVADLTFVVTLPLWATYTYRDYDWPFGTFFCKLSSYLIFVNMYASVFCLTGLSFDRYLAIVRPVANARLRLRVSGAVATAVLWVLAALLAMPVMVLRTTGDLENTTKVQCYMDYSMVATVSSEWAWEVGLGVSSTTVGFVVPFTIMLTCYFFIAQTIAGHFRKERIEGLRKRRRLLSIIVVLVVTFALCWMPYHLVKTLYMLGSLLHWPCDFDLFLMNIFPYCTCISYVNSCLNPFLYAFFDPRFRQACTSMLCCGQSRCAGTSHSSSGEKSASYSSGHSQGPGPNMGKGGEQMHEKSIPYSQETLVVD
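Material: engineered CHO-K1 APJ arrestin reporter cells; amount: 1000 CHO-K1 reporter cells seeded per well; incubation: compound stimulation 90 min at 25 °C, detection 60 min; signal: luminescent beta-gal fragment complementation, chemiluminescent substrate; read-out basis: APJ agonist activity; controls: DMSO-only wells as negative, 10 nM Apelin-13 as positive control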
CCR6 antagonist: CCR6 (human) receptor antagonism; AID 493098; inhibition, % at 20 µM; 340,000 compounds, 0.49% hits; CHO-K1 CCR6 PathHunter beta-arrestin, luminescence, CCL20-stimulated; P51684;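 active means compounds whose inhibition of the agonist-driven luminescence signal at 20 µM reaches about 50%, limit read from the data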;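 further: cells stimulated with CCL20 at 14 nM final; plate controls were DMSO with CCL20 for no effect and DMSO without agonist for full effect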
Target sequence (P51684 whole entry, looked up): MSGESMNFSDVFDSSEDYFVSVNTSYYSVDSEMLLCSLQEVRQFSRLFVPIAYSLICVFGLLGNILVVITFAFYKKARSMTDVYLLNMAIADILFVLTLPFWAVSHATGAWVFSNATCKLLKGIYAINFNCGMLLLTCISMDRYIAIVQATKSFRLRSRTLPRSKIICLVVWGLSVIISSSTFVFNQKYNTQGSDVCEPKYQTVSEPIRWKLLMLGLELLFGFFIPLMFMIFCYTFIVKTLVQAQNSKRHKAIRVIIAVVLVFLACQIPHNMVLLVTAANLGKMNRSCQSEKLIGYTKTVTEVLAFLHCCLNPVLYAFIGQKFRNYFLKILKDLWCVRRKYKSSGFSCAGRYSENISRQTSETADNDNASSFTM
APJ antagonist: blocks the human apelin receptor APJ. P35414. CHO-K1 APJ beta-arrestin complementation, luminescence. inhibition, % at 20 µM. 330,000 compounds, 0.32% hits. AID 2521;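 active means inhibition above about 40% at 20 µM, limit read from the data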;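 further: cells challenged with 10 nM apelin-13 agonist together with compound; plate controls were apelin-13 plus DMSO wells for no effect and DMSO wells lacking apelin-13 for full effect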
Mdm2-MdmX inh: disrupts the human Mdm2-MdmX interaction; 330,000 compounds, 3% hits; inhibition, % at 8 µM; AID 485346; O15151+Q00987; SaOS-2 split-luciferase Mdm2/MdmX complementation, luminescence;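 active means inhibition of at least 50% at 8 µM in the primary screen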
CHOP UPR activ: activators of apoptotic arm of unfolded protein response (CHOP); activation, % at 10 µM; 330,000 compounds, 0.34% hits; CHO-CHOP luciferase reporter, UPR activation, luminescence; percent of tunicamycin response over DMSO baseline;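 active means at 10 µM dose, activation of 40% or more, normalized to positive control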;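 further: 100% = tunicamycin at 10 µg/mL and 0% = DMSO alone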
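Evaluation: % reporter activation, DMSO baseline versus tunicamycin full activation; System: CHO-CHOP luciferase reporter cell line; Input: 500 cells/well; Incubation: 6 h compound treatment, 37 °C; Measured by: Steady-Glo luciferase luminescence; Dosing: one dose, 10 µM in 0.5% DMSO; Buffer or medium: F12 medium, 10% FBS; Benchmarks: positive tunicamycin 10 µg/mL, negative DMSO alone.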
* hit, by the source's call; · = no result given.

entry	SMILES	tim23-1 inh	CXCR6 block	EBI2 block	UPR XBP1 act	APJ ag
1	CCN(CC)S(=O)(=O)c1ccc(N2CCOCC2)c(NC(=O)C(C)Oc2ccc(F)cc2)c1 (stereo not given)	13	-1	11	-1	-3
2	O=C(CSc1nnc(NC(=O)c2ccccc2F)s1)NC1CCCC1	27	0	11	-2	0
3	CCN(CC)S(=O)(=O)c1ccc(N2CCCC2)c(NC(=O)c2ccccc2OC)c1	28	-7	-4	-4	-4
4	Cc1ccc(CN2C(=O)C3CCCN3c3ccc(C#N)cc32)cc1 (stereo not given)	18	·	·	1	-3
5	O=C(O)C1CCN(Cc2ccccn2)CC1	4	-4	8	1	-2
6	Cc1c(Cl)cccc1NC(=O)CC(NCCN1CCOCC1)C(=O)O (stereo not given)	-1	-1	-4	-3	-3
7	COc1ccc(C(=O)NCc2ccc(C)cc2)cc1S(=O)(=O)N1CCCC1	7	0	23	-3	0
8	NS(=O)(=O)c1cc(C(=O)OCC(=O)c2ccccc2)c(Cl)cc1Cl	13	4	-1	-3	3
9	c1ccc2nc(N3CCN(Cc4ccc5c(c4)OCO5)CC3)cnc2c1	14	-7	7	0	-4
10	O=C(Nc1ccc(Cl)c(Cl)c1)Nc1ccon1	53*	-11	-15	-4	1
11	CC(=O)Nc1ccc(S(=O)(=O)Nc2nc3ccccc3nc2Nc2ccc(O)cc2)cc1	2	3	-4	-1	-3
12	COc1ccc(CN(N=O)C2CC(=O)N(c3ccc(OC)cc3)C2=O)cc1 (stereo not given)	25	2	-1	0	0
13	COc1ccccc1N1CC(C(=O)Nc2nnc(SCC(=O)NC(C)C)s2)CC1=O (stereo not given)	-3	-8	-7	-3	-1
14	CN(C)c1ccc(C(=O)N(Cc2ccccc2)Cc2ccccc2)cc1	18	14	9	-2	-5
15	O=C(COC(=O)c1cc(S(=O)(=O)N2CCCC2)ccc1O)Nc1ccc(F)cc1F	10	-7	5	-3	-2

entry	CCR6 antagonist	APJ antagonist	Mdm2-MdmX inh	CHOP UPR activ
1	15	8	5	-0.4
2	10	20	19	4.7
3	13	-21	6	0.8
4	·	13	3	-1.6
5	-3	14	-36	0.3
6	6	-6	-16	2.2
7	12	6	-18	-0.3
8	-2	18	23	-0.2
9	3	3	-17	0.0
10	3	-19	56*	0.6
11	12	9	41	3.2
12	5	16	24	1.1
13	7	-44	-2	2.2
14	31	6	4	0.3
15	-3	7	-6	2.6

(cont.)
entry	SMILES	tim23-1 inh	CXCR6 block	EBI2 block	UPR XBP1 act	APJ ag
16	COc1ccc(C)cc1NC(=O)C(=O)NCc1ccncc1	-7	3	-2	2	0
17	COc1cc(OC)cc(C(=O)N[C@H](C(=O)NCCc2ccc(S(N)(=O)=O)cc2)C(C)C)c1	17	4	11	0	-2
18	CS(=O)(=O)N(CC(=O)Nc1ccc(F)cc1)C1CCCCC1	14	2	1	-4	1
19	CCOC(=O)N1CCc2c(sc(NC(=O)CCS(=O)(=O)c3ccccc3)c2C(N)=O)C1	17	-3	-13	-2	12
20	C/C(=N\NC(=O)c1cccc([N+](=O)[O-])c1)c1cccs1	16	-5	-10	2	-1
21	O=C(NCCS(=O)(=O)N1CCN(c2ccc(F)cc2)CC1)C12CC3CC(CC(C3)C1)C2	45	2	-9	-2	-2
22	C=C(C)COc1ccc2c(C)c(CC(=O)N3C[C@H]4C[C@@H](C3)c3cccc(=O)n3C4)c(=O)oc2c1	-7	4	-7	0	-2
23	CC(C)CCSc1nc2[nH]ncc2c(=O)[nH]1	12	2	3	-1	0
24	NC(=O)c1ccccc1NS(=O)(=O)Cc1ccc(Cl)cc1	4	-1	-10	-2	6
25	CC(=O)Nc1ccc(/C=N/NC(=O)CNS(=O)(=O)c2ccccc2)cc1	6	-2	-11	-2	-3
26	COc1ccc(S(=O)(=O)N2CCN(C(=O)NC3CCCCC3)CC2)cc1OC	-4	-6	-8	0	-5
27	COC(=O)c1ccccc1NC(=O)c1cc(-c2ccc(C)cc2)on1	-1	10	-6	2	-2
28	CC(=O)C1=C(O)C(=O)N(Cc2ccco2)C1c1ccccc1F (stereo not given)	6	-1	-8	6	-1
29	O=C(/C=C/c1ccccc1)N/C(=C/c1ccccc1)C(=O)Nc1ccccc1O	19	13	-10	0	-6
30	CC1=C(C(=O)OCC(C)C)C(c2ccsc2)NC(=O)N1 (stereo not given)	25	-4	-4	1	-3

entry	CCR6 antagonist	APJ antagonist	Mdm2-MdmX inh	CHOP UPR activ
16	10	2	-3	3.1
17	-6	12	5	0.5
18	-3	4	-2	-2.3
19	11	-1	10	1.9
20	2	-2	25	2.7
21	3	4	15	0.7
22	-5	13	19	-0.1
23	4	-2	-24	-2.0
24	7	10	14	1.2
25	4	6	-5	-1.6
26	-9	15	-20	0.0
27	1	20	-2	0.1
28	-10	-7	24	1.2
29	4	1	-4	0.2
30	9	-3	13	-1.9

An excerpt from above in order of number of heavy atoms, high to low:
entry	SMILES	tim23-1 inh	CXCR6 block	EBI2 block	UPR XBP1 act	APJ ag
19	CCOC(=O)N1CCc2c(sc(NC(=O)CCS(=O)(=O)c3ccccc3)c2C(N)=O)C1	17	-3	-13	-2	12
16	COc1ccc(C)cc1NC(=O)C(=O)NCc1ccncc1	-7	3	-2	2	0
20	C/C(=N\NC(=O)c1cccc([N+](=O)[O-])c1)c1cccs1	16	-5	-10	2	-1

entry	CCR6 antagonist	APJ antagonist	Mdm2-MdmX inh	CHOP UPR activ
19	11	-1	10	1.9
16	10	2	-3	3.1
20	2	-2	25	2.7

New compounds follow:
entry	SMILES	tim23-1 inh	CXCR6 block	EBI2 block	UPR XBP1 act	APJ ag
31	COc1ccc(CNCc2cccc(OC)c2OC)cc1Br	18	2	12	0	0
32	O=C(Nc1ccncc1)c1ccc(Cl)c(S(=O)(=O)N2CCCC2)c1	-7	-10	-5	2	6
33	CC(C)COc1ccc(C(=O)Nc2ccccc2[N+](=O)[O-])cc1	16	-7	11	4	0
34	CC(=O)NC1=NN(C(C)=O)C(C)(CC(=O)OC(C)(C)C)S1 (stereo not given)	4	1	-3	-3	-2
35	CC(C)(C)c1ccc(C2C(C#N)=C(N)Oc3n[nH]c(-c4cccnc4)c32)cc1 (stereo not given)	16	0	-5	-2	1
36	COc1ccc(/C=C/c2c([N+](=O)[O-])c(=O)n(C)c(=O)n2C)cc1OC	0	10	-2	-2	-3
37	Cc1ccccc1C(=O)Nc1ccnn1C1CCN(Cc2ccc(CO)o2)CC1	16	-2	-1	-2	12
38	Nc1nc(-c2ccc(Cl)cc2)c(S(=O)(=O)c2ccccc2)s1	12	1	-5	-1	-2
39	CC1CCN(S(=O)(=O)c2ccc(NC(=O)Cc3ccc(S(=O)(=O)N4CCOCC4)s3)cc2)CC1	-10	-4	8	-4	4
40	NS(=O)(=O)c1ccc(CCNC(=O)Cc2ccccc2[N+](=O)[O-])cc1	12	0	-3	-1	1
41	COc1ccc(Br)cc1CN(C)CC(=O)NCc1ccc(F)cc1	16	-6	17	1	-4
42	Cc1nc(N/N=C/c2ccccc2)nc(N(C)c2ccccc2)c1[N+](=O)[O-]	-4	-2	-4	2	0
43	NC(N)=NS(=O)(=O)c1ccc(NC(=S)NC(=O)/C=C/c2ccco2)cc1	-4	9	2	-1	0
44	O=S1(=O)N[C@@H](CC2=CCCCC2)C2CCCCC2O1 (stereo not given in full)	28	4	-2	3	2
45	CCN(CC(=O)Nc1ccc(C)c(F)c1)CC(=O)NC(C)C	9	4	-4	-2	-1

entry	CCR6 antagonist	APJ antagonist	Mdm2-MdmX inh	CHOP UPR activ
31	14	6	9	1.4
32	-7	1	3	1.8
33	7	0	-93	4.6
34	-6	3	-4	1.1
35	3	-16	23	0.7
36	0	15	14	-1.2
37	-6	2	14	1.0
38	10	8	7	1.4
39	7	-65	24	-0.1
40	-10	-41	-9	0.0
41	7	2	21	6.3
42	-4	-10	4	1.9
43	10	-1	10	3.2
44	-3	-72	-41	0.7
45	-2	8	-19	1.7

New compounds follow
entry	SMILES	tim23-1 inh	CXCR6 block	EBI2 block	UPR XBP1 act	APJ ag
46	Cc1cc(C)cc(NC(=O)COC(=O)CCn2c(C)csc2=O)c1	3	-5	-6	-3	1
47	CCCOc1ccc(-c2c(C(=O)N/N=C/c3ccc(OCC)cc3)nnn2-c2nonc2N)cc1	1	9	8	-4	-2
48	CCOc1ccc(CN(C)C(=O)c2cccnc2SC)cc1OC	-3	-5	5	-3	-4
49	CCOC(=O)c1c(C)oc2c1c1c(c3ccccc32)OCN(Cc2ccccn2)C1	13	14	28	-5	1
50	CCc1ccc(-c2cc(C(=O)NCc3ccco3)c3ccccc3n2)s1	41	1	-11	0	2
51	CN=c1scc(C)n1/N=C/c1ccc(O)cc1	21	2	0	1	1
52	CCOc1ccc(CCNC(=O)COC(=O)c2ccc(OC)c(OC)c2OC)cc1OCC	15	-2	-2	0	0
53	CCOC(=O)/C(C#N)=C/Nc1ccsc1C(C)=O	9	4	-3	5	3
54	CCC1(c2ccccc2)NC(=O)N(CC(=O)N(C)CC(=O)Nc2c(C)cccc2C)C1=O (stereo not given)	-9	-1	5	-1	-2
55	CCC(=O)NC(=S)Nc1ccc(Cl)cn1	39	0	8	-2	0
56	CC(=O)Nc1cccc(NC(=O)CCCC(=O)O)c1	3	2	3	-4	0
57	O=C(CCCC1=NS(=O)(=O)c2ccccc2N1)OCc1ccc(Cl)cc1	-17	-4	11	-2	-1
58	COc1ccc2[nH]c3ccccc3c2c1	18	-8	2	3	-1
59	CCOc1ccc(OCCC(=O)OCC(=O)NCc2ccccc2)cc1	2	-1	4	-3	8

entry	CCR6 antagonist	APJ antagonist	Mdm2-MdmX inh	CHOP UPR activ
46	1	-4	-2	-2.5
47	9	4	-19	-0.4
48	2	15	3	-0.4
49	23	-51	0	3.2
50	4	-16	-10	3.8
51	36	11	-99	2.9
52	-2	4	0	-2.4
53	2	4	9	2.2
54	10	10	-2	0.3
55	9	-2	8	2.0
56	-5	8	-7	0.2
57	12	-9	27	5.3
58	-4	6	22	-2.6
59	-2	1	-2	-0.9

From compound 58 up to 59, copied from above:
entry	SMILES	tim23-1 inh	CXCR6 block	EBI2 block	UPR XBP1 act	APJ ag
58	COc1ccc2[nH]c3ccccc3c2c1	18	-8	2	3	-1
59	CCOc1ccc(OCCC(=O)OCC(=O)NCc2ccccc2)cc1	2	-1	4	-3	8

entry	CCR6 antagonist	APJ antagonist	Mdm2-MdmX inh	CHOP UPR activ
58	-4	6	22	-2.6
59	-2	1	-2	-0.9

Screening data deposited in PubChem by Sanford-Burnham Center for Chemical Genomics.

Not all compounds are listed; rates above refer to the full screens.
